Screening results deposited in PubChem by several laboratories.
LAP4 TOR yeast – alters LAP4-GFP fluorescence in TOR pathway yeast screen | 320,000 tested, 0.34% active | AID 2023 | GFP response vs DMSO, % at 10 µM | S. cerevisiae LAP4-GFP multiplex, flow cytometry GFP, 3 h; median GFP as percent of DMSO wells;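 active = GFP response vs DMSO above a set limit, about the screen mean plus 3 SD, cut at about 150% in these data; inconclusive = under 70 cell events counted for the yeast strain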
VLA-4 inh – inhibition in a human VLA-4 binding assay. VLA-4 expressing cells, ligand binding flow cytometry. inhibition, % (about 7 µM as worked out from the volumes in the protocol). P13612. 330,000 tested, 0.2% active; in the data active = inhibition above about 50%
JMJD2C inh – blocks human GASC-1 demethylase activity | Q9H3R0 | GST-JMJD2C(1-420) H3K9me3 demethylation, DELFIA europium | inhibition, % at 2.35 µM | 330,000 tested, 0.069% active | AID 2099;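 active = more than half of a compound's replicate wells show inhibition beyond 50%, single wells judged on their own value; inconclusive = some, but no more than half, of replicates pass 50% inhibition; inactive = no replicate passes 50% inhibition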;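 note: signal counts dimethyl H3K9 product captured on neutravidin plate; 0% = median of DMSO wells and 100% = 0.3 times that DMSO median; strong numbers were not always called active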
Target sequence (Q9H3R0 1-420 limits assumed): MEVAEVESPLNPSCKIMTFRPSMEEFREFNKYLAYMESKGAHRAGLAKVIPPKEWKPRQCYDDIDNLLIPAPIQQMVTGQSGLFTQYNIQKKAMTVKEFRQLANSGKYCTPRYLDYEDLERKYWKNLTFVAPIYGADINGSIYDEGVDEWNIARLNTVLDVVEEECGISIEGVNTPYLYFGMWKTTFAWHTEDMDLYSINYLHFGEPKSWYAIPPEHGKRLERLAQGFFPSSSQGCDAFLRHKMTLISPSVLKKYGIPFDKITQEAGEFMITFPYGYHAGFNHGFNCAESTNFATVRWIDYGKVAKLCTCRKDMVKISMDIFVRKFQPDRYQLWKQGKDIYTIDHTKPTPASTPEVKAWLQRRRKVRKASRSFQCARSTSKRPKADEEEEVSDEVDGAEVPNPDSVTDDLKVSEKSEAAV
MEP2 TOR yeast – modulators of TOR pathway MEP2-GFP in S. cerevisiae. S. cerevisiae MEP2-GFP strain, flow cytometry GFP, 3 h; 100% = DMSO control level. GFP response vs DMSO, % at 10 µM. 330,000 tested, 0.51% active. AID 2016;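 active = GFP response versus DMSO above a set limit, roughly screen mean plus 3 SD, cut at about 180% in these data; inconclusive = fewer than 70 cells counted for a yeast strain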;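 note: median GFP fluorescence of the barcode-gated MEP2-GFP cells per well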
AGP1 TOR yeast – alters AGP1-GFP fluorescence in TOR pathway yeast screen; GFP response vs DMSO, % at 10 µM; 320,000 tested, 0.02% active; AID 2066; S. cerevisiae AGP1-GFP multiplex flow cytometry, 3 h; GFP as percent of DMSO wells;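 active = GFP response relative to DMSO above a set limit, near screen average plus 3 SD, cut at about 150% in these data; inconclusive = fewer than 70 cells counted for the yeast strain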;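 note: median GFP channel fluorescence of the gated AGP1 strain per well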
GRK2 inh – inhibitors of human GRK2 displacing RNA aptamer; bead flow cytometry, FAM-aptamer displacement from GRK2; inhibition of aptamer binding, % at 10 µM; P25098; 330,000 tested, 0.59% active;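 active = inhibition of aptamer binding above 40%, roughly 3 SD of noise, on plates passing a quality check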;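 note: median bead fluorescence of bound FAM aptamer so fluorescent compounds give negative values; no value below 0 was filed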
Target sequence (P25098 whole entry, looked up): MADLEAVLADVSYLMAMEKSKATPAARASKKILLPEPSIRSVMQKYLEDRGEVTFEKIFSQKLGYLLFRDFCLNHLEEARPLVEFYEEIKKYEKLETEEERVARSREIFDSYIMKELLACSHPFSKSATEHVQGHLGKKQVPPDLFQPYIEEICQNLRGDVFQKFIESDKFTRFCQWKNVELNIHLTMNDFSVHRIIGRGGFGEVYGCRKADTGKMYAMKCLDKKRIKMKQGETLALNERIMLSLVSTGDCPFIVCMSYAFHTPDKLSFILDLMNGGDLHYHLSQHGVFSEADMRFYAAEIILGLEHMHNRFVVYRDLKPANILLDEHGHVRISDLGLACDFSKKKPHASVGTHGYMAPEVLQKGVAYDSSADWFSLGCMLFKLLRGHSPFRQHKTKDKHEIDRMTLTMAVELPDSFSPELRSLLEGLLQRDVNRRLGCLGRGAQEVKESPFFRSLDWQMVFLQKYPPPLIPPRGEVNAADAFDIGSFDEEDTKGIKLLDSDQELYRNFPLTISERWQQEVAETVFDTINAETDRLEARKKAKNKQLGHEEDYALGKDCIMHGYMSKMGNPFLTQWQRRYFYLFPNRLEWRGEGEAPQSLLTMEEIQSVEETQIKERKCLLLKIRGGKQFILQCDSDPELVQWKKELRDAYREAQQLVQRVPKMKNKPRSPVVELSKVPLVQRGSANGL
RPL19A-GFP yeast – modulators of TOR pathway RPL19A-GFP in S. cerevisiae. 330,000 tested, 0.3% active. S. cerevisiae RPL19A-GFP strain, flow cytometry, 3 h; active compounds read low. percent response vs DMSO, % at 10 µM;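 active = percent response vs DMSO below 50%; inconclusive = fewer than 70 events counted for the yeast strain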;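 note: median channel GFP fluorescence of the barcoded RPL19A-GFP strain; ratio of sample median GFP to plate DMSO average so 100% = DMSO; lower means less RPL19A-GFP as with rapamycin TOR inhibition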
CIT2-GFP yeast – modulators of TOR pathway CIT2-GFP in S. cerevisiae; AID 2029; GFP response vs DMSO, % at 10 µM; 320,000 tested, 0.065% active; S. cerevisiae CIT2-GFP strain, flow cytometry, 3 h; 100 means same as DMSO wells;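 active = GFP response relative to DMSO above a set limit, near the screen mean plus 3 SD, cut at about 150% in these data; inconclusive = Fewer than 70 cells measured for a yeast strain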;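 note: ratio of well median GFP fluorescence to mean of DMSO wells on the plate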
* = called active by the depositor; ? = inconclusive; nt = no result given; [ ] = remark or other dose.

Short forms: A = LAP4 TOR yeast; B = VLA-4 inh; C = JMJD2C inh; D = MEP2 TOR yeast; E = AGP1 TOR yeast; F = GRK2 inh; G = RPL19A-GFP yeast; H = CIT2-GFP yeast
1: CC(C)CN(C(=O)CC(C)c1ccccc1)c1c(N)n(Cc2ccccc2)c(=O)[nH]c1=O (centres undefined)
  A: 94; B: -15; C: 3; D: 91; E: 101; F: 0; G: 92; H: 95

2: CSC1=NC(=O)/C(=C\c2cccc3ccccc23)S1
  A: 150; B: -17; C: nt; D: 100; E: 93; F: 3; G: 87; H: 78

3: Cc1cc(OCC(=O)Nc2cccc(S(=O)(=O)N3CCCCC3)c2)ccc1Cl
  A: 96; B: 6; C: 9; D: 94; E: 91; F: 0; G: 90; H: 85

4: Cc1[nH]c(=S)[nH]c(=O)c1CCOc1ccccc1
  A: 101; B: -11; C: -4; D: 99; E: 99; F: 0; G: 99; H: 98

5: CCC(C)(C)n1nnnc1C(c1ccccc1F)N1CCN(C(=O)c2ccco2)CC1 (centres undefined)
  A: 94; B: 5; C: 8; D: 103; E: 99; F: 0; G: 97; H: 102

6: Cn1nc(C(=O)N2CCOCC2)c([N+](=O)[O-])c1C(=O)N1CCOCC1
  A: 104; B: 4; C: -7; D: 113; E: 108; F: 0; G: 110; H: 111

7: O=C(NNC(=O)C1[C@H]2CCCC[C@@H]12)NC1CCCCC1 (some centres undefined)
  A: 87; B: 9; C: 11; D: 97; E: 90; F: 1; G: 99; H: 98

8: O=C(NC1CC1)C1=C[C@H](c2coc3ccccc3c2=O)C[C@H](OCCCCO)O1
  A: 112; B: 5; C: 88; D: 99; E: 95; F: 2; G: 101; H: 97

9: O=C(/C=C/c1ccc([N+](=O)[O-])cc1)NC1CC2CCC1C2 (centres undefined)
  A: 105; B: -8; C: -42; D: 105; E: 97; F: 0; G: 99; H: 111

10: Cc1cc(C)cc(N(CC(=O)NC2CC3CCC2C3)S(C)(=O)=O)c1 (centres undefined)
  A: 100; B: 2; C: -17; D: 98; E: 99; F: 0; G: 97; H: 96

11: CC(=O)Nc1cc(-n2cnnn2)ccc1C
  A: 99; B: 14; C: 11; D: 100; E: 98; F: 2; G: 96; H: 97

12: O=S(=O)(c1ccc2oc(=S)[nH]c2c1)N1CCCCC1
  A: 104; B: -9; C: -4; D: 100; E: 100; F: 3; G: 97; H: 93

13: COC(=O)[C@H]1[C@@H](C)N(Cc2ccccc2)C(=O)N[C@H]1c1cccc(C(F)(F)F)c1
  A: 103; B: 27; C: -1; D: 90; E: 82; F: 0; G: 97; H: 87

14: O=C(CN1C(=O)c2ccccc2S1(=O)=O)NC1CC2CCC1C2 (centres undefined)
  A: 100; B: 51*; C: -1; D: 113; E: 108; F: 2; G: 101; H: 104

15: CC1(C)CC(NC(=O)CC(c2ccccc2)c2ccccc2)CC(C)(C)N1
  A: 109; B: 9; C: -1; D: 118; E: 112; F: 0; G: 112; H: 113

16: CCOC(=O)/C(C#N)=C/Nc1cc(F)ccc1C
  A: ?; B: 12; C: -2; D: ?; E: ?; F: 1; G: 90[may fluoresce violet]; H: ?

17: COc1ccc(CCN2C(=O)CS/C2=N\NC(=O)c2ccc(C(C)(C)C)cc2)cc1OC
  A: 93; B: 10; C: -2; D: 99; E: 96; F: 0; G: 101; H: 99

18: Cn1ncc2nnn(-c3ccccc3)c(=O)c21
  A: 88; B: 33; C: nt; D: 95; E: 97; F: 1; G: 96; H: 97

19: COCCNC(=O)c1cc(C(=O)CC(C)C)c[nH]1
  A: 101; B: 13; C: 6; D: 100; E: 95; F: 0; G: 100; H: 100

20: Cc1ccc(C(CNC(=O)Nc2ccccc2)N2CCN(C)CC2)cc1 (centres undefined)
  A: 102; B: 5; C: -6; D: 102; E: 103; F: 0; G: 104; H: 119

A draw from above in order of length of the SMILES, low to high:
Short forms: A = LAP4 TOR yeast; B = VLA-4 inh; C = JMJD2C inh; D = MEP2 TOR yeast; E = AGP1 TOR yeast; F = GRK2 inh; G = RPL19A-GFP yeast; H = CIT2-GFP yeast
18: Cn1ncc2nnn(-c3ccccc3)c(=O)c21
  A: 88; B: 33; C: nt; D: 95; E: 97; F: 1; G: 96; H: 97

16: CCOC(=O)/C(C#N)=C/Nc1cc(F)ccc1C
  A: ?; B: 12; C: -2; D: ?; E: ?; F: 1; G: 90[may fluoresce violet]; H: ?

14: O=C(CN1C(=O)c2ccccc2S1(=O)=O)NC1CC2CCC1C2 (centres undefined)
  A: 100; B: 51*; C: -1; D: 113; E: 108; F: 2; G: 101; H: 104

Continuation.
Short forms: A = LAP4 TOR yeast; B = VLA-4 inh; C = JMJD2C inh; D = MEP2 TOR yeast; E = AGP1 TOR yeast; F = GRK2 inh; G = RPL19A-GFP yeast; H = CIT2-GFP yeast
21: COc1cccc(-c2nc3ccc([N+](=O)[O-])cc3o2)c1
  A: 110; B: 2; C: 20; D: 109; E: 107; F: 2; G: 99; H: 108

22: O=C(Nc1ccnn1C1CCN(C2CCC2)CC1)c1cccc(F)c1
  A: 103; B: 7; C: -10; D: 106; E: 111; F: 0; G: 110; H: 113

23: COc1ccc(S(=O)(=O)NC2CCCCC2)cc1C(=O)N1CCCCC1
  A: 99; B: -8; C: -2; D: 101; E: 104; F: nt; G: 102; H: 104

24: O=C1NC(c2cccc([N+](=O)[O-])c2)Oc2ccccc21 (centres undefined)
  A: 98; B: -4; C: 3; D: 101; E: 95; F: 1; G: 95; H: 94

25: CC12COC3(C(=O)Nc4ccc([N+](=O)[O-])cc4)CC1CCC32C (centres undefined)
  A: 102; B: 6; C: -1; D: 98; E: 97; F: 4; G: 100; H: 92

26: Cc1cc(C)c(N2C(=O)C3C4CC(=O)C(c5ccccc54)C3C2=O)c(C)c1 (centres undefined)
  A: 102; B: 3; C: 3; D: 107; E: 97; F: 0; G: 114; H: 112

27: C#CCOc1ccc(C2C3=C(CC(C)(C)CC3=O)N(CC(=O)O)C3=C2C(=O)CC(C)(C)C3)cc1OC
  A: 95; B: -2; C: -12; D: 109; E: 99; F: 0; G: 106; H: 96

28: O=C(Nc1ccc(Cl)cc1)C1CCN(C(=O)NC2CCCCC2)CC1
  A: 97; B: 8; C: 15; D: 101; E: nt; F: 0; G: 94; H: 101

29: COc1ccccc1-n1c(SCC(=O)N2CCc3ccccc32)nc2c(c1=O)SCC2
  A: 97; B: 30; C: -10; D: 98; E: 99; F: 4; G: 95; H: 96

30: CC(=O)c1cccc(NC(=O)CCN2C(=O)C3CC=CCC3C2=O)c1 (centres undefined)
  A: 99; B: -12; C: nt; D: 97; E: 103; F: 1; G: 101; H: 108

Look-ups from the list:
COc1ccc(S(=O)(=O)NC2CCCCC2)cc1C(=O)N1CCCCC1 @ JMJD2C inh: -2
C#CCOc1ccc(C2C3=C(CC(C)(C)CC3=O)N(CC(=O)O)C3=C2C(=O)CC(C)(C)C3)cc1OC @ RPL19A-GFP yeast: 106

Later entries.
Short forms: A = LAP4 TOR yeast; B = VLA-4 inh; C = JMJD2C inh; D = MEP2 TOR yeast; E = AGP1 TOR yeast; F = GRK2 inh; G = RPL19A-GFP yeast; H = CIT2-GFP yeast
31: O=C1c2ccccc2CC1(Cc1ccccc1)Cc1ccccc1
  A: 100; B: 7; C: -7; D: 101; E: 93; F: 0; G: 93; H: 84

32: Cc1cc(C(=O)CN2C(=O)NC(CCS(C)(=O)=O)C2=O)c(C)n1C1CC1 (centres undefined)
  A: 103; B: -7; C: -4; D: 107; E: 103; F: 0; G: 109; H: 105

33: CC(=O)c1ccc(N(CC(=O)NC2CCCCC2)C(=O)CNC(=O)c2ccco2)cc1
  A: 97; B: 0; C: -3; D: 105; E: 100; F: 0; G: 101; H: 103

34: CC(C)C(=O)Nc1ccc(N2CCCC2)c(Cl)c1
  A: 114; B: 20; C: 8; D: 69; E: 87; F: 2; G: 93; H: 90

35: Oc1ccc(Br)cc1-c1nc2cnccn2c1NC1CCCC1
  A: 112; B: 24; C: -1; D: 101; E: 95; F: 0; G: 96; H: 90

36: COc1ccc(C(C(=O)NC2CCCC2)N(C(=O)Cc2cccs2)C2CC2)cc1OC (centres undefined)
  A: 96; B: 24; C: -5; D: 109; E: 101; F: 1; G: 103; H: 104

37: Cc1ccc(-c2ccc(C#N)c(=O)n2CC(=O)N(C)C)cc1
  A: 98; B: -11; C: -2; D: 100; E: 101; F: 25; G: 97; H: 101

38: Cc1cc(C(=O)N/N=C/c2cc(Cl)cc([N+](=O)[O-])c2O)c2ccccc2n1
  A: 120; B: 12; C: 20; D: 107; E: 98; F: 0; G: 104; H: 118

39: CC(C)(CNCc1ccccc1)NS(=O)(=O)c1ccccc1
  A: 97; B: -10; C: -6; D: 101; E: 101; F: 0; G: 101; H: 100

40: O=c1[nH]c(N2CCCCCC2)nc2ncn(Cc3ccccc3)c12
  A: 99; B: -31; C: 2; D: 95; E: 104; F: 0; G: 97; H: 96

41: O=C(NN1CCOCC1)c1cc(-c2ccncc2)nc2ccccc12
  A: 101; B: -2; C: 40; D: 93; E: 97; F: 2; G: 91; H: 98

42: CCCCC(CC)C(=O)N1CCN(C(=O)c2ccco2)CC1 (centres undefined)
  A: 109; B: 20; C: 28; D: 88; E: 95; F: 3; G: 92; H: 90

43: S=c1[nH]nc(-c2ccc3ccccc3n2)n1-c1cc(Cl)cc(Cl)c1
  A: 88; B: 5; C: 8; D: 115; E: 88; F: 2; G: 106; H: 99

44: Cc1c(C)c2ccc(OCC(=O)c3ccccc3)cc2oc1=O
  A: 96; B: 10; C: 154; D: 107; E: 100; F: 0; G: 106; H: 104

45: COc1ccc(CNC(=O)CCC(=O)c2ccccc2)cc1
  A: 115; B: 0; C: -2; D: 97; E: 105; F: 0; G: 102; H: 94

46: COc1ccc(NC(=O)CN2C(=O)C(=O)N(C3CCCC3)C2=O)c(OC)c1
  A: 101; B: -16; C: -4; D: 92; E: 101; F: 0; G: 100; H: 87

47: CCCNC(=O)CC1C(=O)N(Cc2ccccc2)C(C)c2nc3ccccc3n21 (centres undefined)
  A: 98; B: -6; C: -7; D: 98; E: 102; F: 0; G: 99; H: 95

48: CCOC(=O)N1CCN(C(=O)C2CCN(C(=O)Nc3ccccc3)CC2)CC1
  A: 91; B: 9; C: 8; D: 104; E: 98; F: 5; G: 98; H: 109

49: Cc1cc(OCC(=O)Nc2sc3c(c2C#N)CC(C)(C)NC3(C)C)c(C(C)C)cc1Cl
  A: 108; B: 12; C: 13; D: 93; E: 87; F: 0; G: 87; H: 89

50: Brc1ccc2nc(-c3c[nH]c4ccccc34)cn2c1
  A: 99; B: -16; C: 11; D: 92; E: 95; F: 0; G: 100; H: 90

51: CCCSc1nc(C)cc(=O)[nH]1
  A: 78; B: 8; C: 2; D: 86; E: 83; F: 1; G: 88; H: 91

52: Cc1ccc(C)c(N(C(=O)c2snc(C(N)=O)c2N)C(C(=O)NCC2CCCO2)c2cccs2)c1 (centres undefined)
  A: 102; B: 9; C: -10; D: 98; E: 103; F: 1; G: 93; H: 93

53: O=C(O)CCn1c(SCCOc2ccccc2F)nc2ccccc21
  A: 100; B: 1; C: -1; D: 100; E: 102; F: 1; G: 105; H: 103

54: O=c1cc(-c2ccccc2)nc(N2CCN(Cc3ccc4c(c3)OCO4)CC2)[nH]1
  A: 99; B: 1; C: -1; D: 99; E: 98; F: 3; G: 93; H: 98
